Screens (PubChem BioAssay)
Growth percent in the NCI-60 one-dose screen (48 h, 10 µM unless noted): 100 = growth as untreated, 0 = no growth, -100 = all killed.
A498: A498 renal cancer cells; 76,000 tested, 5.4% active
TK-10: TK-10 renal cancer cells | 81,000 tested, 3.9% active
UO-31: UO-31 renal cancer | 81,000 tested, 5.2% active
ACHN: ACHN renal cancer. 81,000 tested, 4.9% active. AID 1794771
RXF 393: RXF 393 renal cancer cells | AID 1794773 | 77,000 tested, 6.9% active
PC-3: PC-3 prostate cancer cells | 80,000 tested, 3.9% active
CAKI-1: CAKI-1 renal cancer; AID 1794772; 75,000 tested, 4.7% active
SN12C: SN12C renal cancer cells | 81,000 tested, 3.8% active | AID 1794767
786-0: 786-0 renal cancer cells. AID 1794775. 81,000 tested, 5.1% active
Active calls of the source: *; . = not tested or not shown; & = joins results of further samples; ! = repeats disagree. How the source made its calls: active means growth percent below 10; inactive means the rest. This is a random part of the collection; overall some 11% were active at least once.

SMILES	A498	TK-10	UO-31	ACHN	RXF 393	PC-3	CAKI-1	SN12C	786-0
O=c1onc(-c2cc3ccccc3nc2Cl)n1-c1ccc(F)cc1	112	127	80	90	97	82	78	.	95
CCCCN=C(N)N=C(N)N	.	108&115	90&46	95&102	105&116	97&105	92&95	105&109	106&112
Cn1cc(-c2nc(-c3c[nH]c4ccncc34)cs2)c2cc(F)ccc21	-64*	-49*	-93*	-100*	-95*	-73*	-91*	-88*	-93*
C=C(C)[C@@H]1CC[C@]2(C(=O)O)CC[C@]3(C)[C@H](CC[C@@H]4[C@@]5(C)C[C@@H](Cc6cn([C@H]7C[C@H](n8cc(C)c(=O)[nH]c8=O)O[C@@H]7CO)nn6)[C@H](O)C(C)(C)[C@@H]5CC[C@]43C)[C@@H]12	92	97	81	98	114	70	102	91	95
Brc1ccc(-c2nc3ccccc3s2)cc1	77	142	59	92	96	84	73	95	106
Nc1[nH]nc2c1-c1nc3ccccc3n1C(Nc1ccccc1)N2 (configuration not stated)	64	111	66	83	99	94	68	91	102
COc1cccc(-c2nn(C(C)(C)C)cc2-c2ccnc(NCCNS(=O)(=O)c3ccc(C(F)(F)F)cc3)c2)c1	78	95	89	103	105	99	97	104	102
COc1ccc(S(=O)(=O)NCCCNc2nccc(-n3cnc4ccccc43)n2)cc1	82	103	67	88	81	90	69	92	96
C#Cc1nc(C2=C(C)C(O)CC2)cs1 (configuration not stated)	.	151	-66*	95	96	98	110	101	-88*
Cn1cnc2c1c(=O)n(CCC(=O)Nc1ccc(F)cc1)c(=O)n2C	97	93	93	114	116	91	94	102	95
CC(=O)Nc1ccn(C2OC(COC(C)=O)C(OC(C)=O)C2OC(C)=O)c(=O)n1 (configuration not stated)	119	80	87	117	.	.	.	110	96
CN1CC(c2ccc([N+](=O)[O-])cc2)C2(SC(=NC3CCCCC3)N(Nc3ccccc3)C2=O)C12C(=O)Nc1cc(Cl)ccc12 (configuration not stated)	91	79	36	55	.	41	43	57	52
CCCCCCCC(C)(C)OC(=O)c1ccc([N+](=O)[O-])cc1	85	89	86	112	107	88	.	107	96
O=C(/C=C/c1ccco1)c1ccc(Nc2nc(Nc3ccc(F)cc3)nc(Nc3ccc(Cl)cc3)n2)cc1	31	84	85	89	36	73	80	81	84
O=C1/C(=C/c2ccc(Cl)cc2)SC(=S)N1CCc1ccc(O)cc1	88	80	55	99	94	.	81	80	79
CCCCN(C(=O)CC)c1ccccc1	83	97	87	103	115	103	101	99	99
Nc1ncnc2nc(N3CCCCC3)[nH]c12	99	88	93	101	107	92	92	106	97
NC(=O)c1ncn(C2OC(COP(=O)(O)O)C(O)C2O)c1N (configuration not stated)	158	112	97	108	134	136	62	102	109
O=[N+]([O-])c1ccc(OCCCCOc2ccccc2)cc1	93	123	84	101	104	96	94	103	100
C#CCOc1cccc(Nc2c(Cl)c(CCl)nc3ccc(Oc4ccccc4)cc23)c1	100	76	62	64	79	78	76	5.9*	18
CSc1nn(-c2nc(-c3ccco3)c(C#N)c(=O)[nH]2)c(N)c1C#N	75	97	90	109	112	99	.	109	95
O=C(O)c1ccc(-n2cc(CO)c(-c3ccc(F)c(F)c3)n2)cc1	104	92	91	.	122	114	.	113	93
S=c1cc(S)c2cc(Br)ccc2[nH]1	.	125	87	90	111	79	101	99	104
CS(=O)(=O)c1ccc(C(=O)N/N=C/c2ccccc2F)cc1	95	105	93	106	107	92	88	99	103
Cc1ccc(OC(=O)c2ccccc2Cl)cc1	82	102	85	80	112	.	83	100	88
OCCN1CCCCCCC1	100	100	88	103	100	94	93	94	101
CCCC(C)(NS(=O)(=O)c1ccccc1)C(=O)O (configuration not stated)	81	96	95	109	111	94	95	.	92
NS(=O)(=O)c1ccc(CCNc2nc3c(-c4cccc(F)c4)nnn3c3ccccc23)cc1	96	111	73	105	94	84	.	92	96
Cc1cc(C)c(Br)c(C)c1Br	103	100	92	106	107	104	93	109	101
COc1cc(C2CC(c3cccs3)=NN2C(C)=O)cc(OC)c1OC (configuration not stated)	83	116	82	94	79	83	84	97	95
Nc1cc([N+](=O)[O-])ccc1F	96	103	82	92	121	.	89	94	99
O=C1C=C(C(O)c2cc(Cl)ccc2O)C(=O)c2ccccc21 (configuration not stated)	111	106	67	99	107	83	.	97	107
O=c1[nH][nH]c(Nc2ccccc2)c1N=Nc1ccccc1	109	85	64	92	89	91	66	72	87
NC(CO)(CO)CO	.	107&125	91&87	104&100	131&113	97&91	97&95	100&104	97&107
CCOc1ccc(NC(=S)NC2CCCCCCCCCCC2)cc1	91	95	64	95	91	72	77	98	92
OC(c1cc(-c2ccc(C(F)(F)F)cc2)nc(C(F)(F)F)c1)C1CCCCN1 (configuration not stated)	-60*!	-14*!	-59*!	0.9*!	-93*!	-43*!	-52*!	-86*!	-82*!
O=S(=O)(O)c1cc(N=Nc2cc(S(=O)(=O)O)c3cccnc3c2O)ccc1/C=C/c1ccc(N=Nc2cc(S(=O)(=O)O)c3cccnc3c2O)cc1S(=O)(=O)O	.	102	102	89	65	97	79	93	101
COC(=O)[C@H](NC(=O)C1(C)CCC[C@]2(C)[C@H]3C[C@H]4C(C(C)C)=C[C@]3(CC[C@@H]12)[C@@H]1C(=O)CCC(=O)[C@@H]14)C(C)C (some centres not stated)	110	127	91	100	105	91	88	100	102
CN1CCN(c2ccc(Nc3c4ccccc4nc4ccccc34)cc2)CC1	112	102	98	102	110	.	107	102	102
Cc1ccc(CNC(=O)c2[nH]c3ccccc3c2Cl)cc1	69	125	110	112	110	93	90	99	102

Single records, from the list above.
`COc1cc(C2CC(c3cccs3)=NN2C(C)=O)cc(OC)c1OC` (configuration not stated) in the list: A498 = 83; TK-10 = 116; UO-31 = 82; ACHN = 94; RXF 393 = 79; PC-3 = 83; CAKI-1 = 84; SN12C = 97; 786-0 = 95
`OC(c1cc(-c2ccc(C(F)(F)F)cc2)nc(C(F)(F)F)c1)C1CCCCN1` (configuration not stated) in the list: A498 = -60*!; TK-10 = -14*!; UO-31 = -59*!; ACHN = 0.9*!; RXF 393 = -93*!; PC-3 = -43*!; CAKI-1 = -52*!; SN12C = -86*!; 786-0 = -82*!

(next part)
SMILES	A498	TK-10	UO-31	ACHN	RXF 393	PC-3	CAKI-1	SN12C	786-0
Cc1ccc(S(=O)(=O)/C(=N\O)C(=O)c2ccc3ccccc3c2)cc1	112	104	85	105	.	101	103	100	103
COc1cc2nc(Nc3cccc(Cl)c3)nc(N)c2cc1OC	64	92	75	96	45	54	146	79	62
O=C(O)COc1ccc(Cl)c(Cl)c1	110	116	108	107	108	100	107	114	104
CN1c2ccccc2Sc2cc(/C=N/Nc3cccc(Br)c3)ccc21	98	133	75	62	97	48	47	93	84
CCc1ccnc2c(C#N)c(NC(=O)c3ccccc3)nn12	64	143	74	89	108	91	85	98	105
C[C@H](CCC(=O)O)[C@H]1CCC2C3C(=O)CC4CC(=O)CC[C@]4(C)C3CC(=O)[C@@]21C (some centres not stated)	114	.	84	98	112	92	92	94	106
C=C(C)[C@@H]1CCC2=C[C@H](C/C(C)=C/C3=CC(C(=O)OC)=C(C1)O3)OC2=O	93	102	89	101	117	99	94	95	95
CCCCCCC1CCC(=O)O1 (configuration not stated)	107	96	75	94	95	99	102	92	99
COc1cnc2c(c1)C(=O)c1c-2n(CCCN2CCNCC2)c(=O)c2cc([N+](=O)[O-])ccc12	17	32	-79*	-88*	0.0*	-82*	-94*	-71*	-86*
CNc1nc(NC)nc(NNC(=O)c2ccccc2)n1	99	102	93	102	114	99	99	94	101
O=C(Nc1ccc2c(c1)C(N1CCOCC1)c1ccccc1-2)C(F)(F)F (configuration not stated)	83	103	81	94	98	91	110	106	108
COc1cc2ncnc(Nc3ccc(S(=O)(=O)Nc4nccs4)cc3)c2cc1OCCCN1CCN(C)CC1	90	113	88	105	120	105	96	109	108
COc1ccc(C(=NN=C(N)N)c2ccc(OC)cc2)cc1	67	40	62	38	-2.8*	31	73	50	45
Oc1ccccc1/C=C/c1cnccn1	110	177	82	97	108	89	84	99	112
CCOC(=O)c1ccc(NC(=O)c2cc3c(C)nn(-c4ccccc4)c3s2)cc1	112	112	110	107	129	105	116	111	105
C=C(C)P(=O)(OC(C)CCl)OC(C)CCl (configuration not stated)	102	103	91	108	107	87	95	102	106
COc1ccc(C2NC(=O)NC(/C=C/c3ccc(O)c(OC)c3)=C2C(=O)/C=C/c2ccc(O)c(OC)c2)cc1 (configuration not stated)	80	.	75	85	92	59	88	95	98
Cc1ccc(/C=C/C(=O)c2ccc(O)c(CN3CCN(c4cc5c(cc4F)c(=O)c(C(=O)O)cn5C4CC4)CC3)c2)c(C)c1	39	95	46	54	83	65	76	76	98
O=C(Nc1ccc(NC(=O)c2ccncc2)cc1)c1ccncc1	96	110	75	107	114	89	99	95	102
O=C(CC1(O)C(=O)N(Cc2ccccc2)c2ccccc21)c1cc2ccccc2oc1=O (configuration not stated)	145	122	53	92	106	94	77	84	106

An excerpt of these results, as a markdown table.
| compound | A498 | TK-10 | UO-31 | ACHN | RXF 393 | PC-3 | CAKI-1 | SN12C | 786-0 |
| --- | --- | --- | --- | --- | --- | --- | --- | --- | --- |
| COc1cc2ncnc(Nc3ccc(S(=O)(=O)Nc4nccs4)cc3)c2cc1OCCCN1CCN(C)CC1 | 90 | 113 | 88 | 105 | 120 | 105 | 96 | 109 | 108 |
| COc1ccc(C(=NN=C(N)N)c2ccc(OC)cc2)cc1 | 67 | 40 | 62 | 38 | -2.8* | 31 | 73 | 50 | 45 |
| Oc1ccccc1/C=C/c1cnccn1 | 110 | 177 | 82 | 97 | 108 | 89 | 84 | 99 | 112 |
| CCOC(=O)c1ccc(NC(=O)c2cc3c(C)nn(-c4ccccc4)c3s2)cc1 | 112 | 112 | 110 | 107 | 129 | 105 | 116 | 111 | 105 |
| C=C(C)P(=O)(OC(C)CCl)OC(C)CCl (configuration not stated) | 102 | 103 | 91 | 108 | 107 | 87 | 95 | 102 | 106 |

More structures
SMILES	A498	TK-10	UO-31	ACHN	RXF 393	PC-3	CAKI-1	SN12C	786-0
N#Cc1cc(Cl)c2c(c1)CN(c1ncc(Cc3cccc(N4CCOCC4)c3)s1)CC2	63	84	55	.	80	52	.	92	68
O=c1[nH]c(=S)ccn1C1OC(CO)C(O)C1O (configuration not stated)	91	82	82	89	85	81	84	64	89
CC(=O)Nc1ccc(N=Nc2c(S(=O)(=O)O)cc3cc(S(=O)(=O)O)cc(NC(C)=O)c3c2O)cc1	95	96	81	116	116	92	108	96	107
COc1ccc(-c2cc(-c3ccc(N(C)C)cc3)nc(NC(=O)c3ccncc3)n2)cc1	76	105	72	99	87	84	95	104	97
Nc1n[nH]c2cc(F)c([C@@H]3Nc4c(F)cc5[nH]ncc5c4[C@H]4C5CCC(C5)[C@@H]34)cc12 (some centres not stated)	-39*	76	37	24	41	22	6.9*	17	29
Brc1ccc(Nc2nc3ccccc3nc2Nc2ccc(Br)cc2)cc1	-18*	-55*	-26*	4.9*	-33*	-0.4*	-16*	-9.6*	-30*
CN(C)/C=C1\CC(C(=O)NCc2ccc(Cl)cc2Cl)NC1=O (configuration not stated)	89	98	82	105	109	92	97	.	96
